Screening data (PubChem)
IMP-1 inhibitor = inhibitors of Pseudomonas aeruginosa IMP-1 metallo-beta-lactamase. purified IMP-1, nitrocefin hydrolysis, epi-absorbance fluorescence. inhibition, % at 5.6 µM. 290,000 compounds, 0.45% hits. AID 1556;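 active = inhibition above the mean plus 3 SD of all compounds in the same screening run, cut at about 4.5% in these data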;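 also: 0% = IMP-1 with DMSO and 100% = DMSO wells lacking enzyme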
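System: purified recombinant IMP-1 beta-lactamase. Medium: Zinc- and detergent-supplemented HEPES buffer, pH 7.1. Compound: one 5.6 µM dose […]. Schedule: 15 min preincubation plus 25 min reaction at 25 °C. Technique: Epi-absorbance fluorescence, 480 nm excitation, 530 nm emission.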
PHOSPHO1 block = blocks human PHOSPHO1 phosphatase activity; Q8TCT1; recombinant PHOSPHO1, absorbance phosphatase assay; inhibition, % at 13.3 µM; 290,000 compounds, 1.1% hits; AID 1565; in the data active = inhibition above about 60%
Target sequence (Q8TCT1 whole entry, looked up): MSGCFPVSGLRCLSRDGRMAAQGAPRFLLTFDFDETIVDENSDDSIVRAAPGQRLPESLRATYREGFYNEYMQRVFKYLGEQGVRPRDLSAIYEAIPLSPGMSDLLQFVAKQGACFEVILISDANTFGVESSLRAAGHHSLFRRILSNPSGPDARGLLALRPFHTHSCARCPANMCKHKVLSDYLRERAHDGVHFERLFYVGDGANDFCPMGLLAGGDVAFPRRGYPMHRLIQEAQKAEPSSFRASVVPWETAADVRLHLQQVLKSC
VIM-2 inh = inhibitors of Pseudomonas aeruginosa VIM-2 metallo-beta-lactamase | purified VIM-2, nitrocefin hydrolysis, epi-absorbance fluorescence | AID 1527 | 290,000 compounds, 0.89% hits | inhibition, % at 5.6 µM;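 active = inhibition above the mean of all tested compounds plus 3 SD, cutoff set per screening run, cut at about 7.5% in these data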;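 also: red hydrolysis product quenches plate fluorescence so inhibitors raise well fluorescence; 0% = enzyme with DMSO and 100% = DMSO without enzyme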
NALP1 yeast inh = NALP1 inhibition. S. cerevisiae NALP1/ASC/caspase-1 growth, X-gal OD620, 72 h. inhibition, % at 10 µM. 280,000 compounds, 0.61% hits. AID 2071; in the data active = inhibition mostly above about 24%, no sharp cut-off; inactive = mostly below about 32%; also: some compounds called inactive have numbers as strong as hits
IDE cell inh = inhibitors of human insulin-degrading enzyme in cells; inhibition, % at 5.59 µM; 320,000 compounds, 0.41% hits; AID 434962; P14735; HEK cells, FAbetaB cleavage, fluorescence polarization;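 active = percent inhibition above the average of all tested compounds plus 3 SD, set per screening campaign, cut at about 16% in these data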;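 also: IDE supplied by intact live HEK cells; FP after avidin binding of uncleaved biotin substrate so inhibition keeps polarization high; 0% = DMSO wells and 100% = 60 µM reference IDE inhibitor Ii1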
GPR7 antag = blocks human GPR7 receptor signaling. GPR7-expressing cells, fluorescence antagonist assay. 290,000 compounds, 1.1% hits. inhibition, % at 4.4 µM. AID 1861; in the data active = inhibition above about 16%, passing the limit was not always enough;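 also: cells stimulated with the agonist NPW; 0% = agonist with vehicle and 100% = vehicle without agonist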
Target sequence (P48145 whole entry, looked up): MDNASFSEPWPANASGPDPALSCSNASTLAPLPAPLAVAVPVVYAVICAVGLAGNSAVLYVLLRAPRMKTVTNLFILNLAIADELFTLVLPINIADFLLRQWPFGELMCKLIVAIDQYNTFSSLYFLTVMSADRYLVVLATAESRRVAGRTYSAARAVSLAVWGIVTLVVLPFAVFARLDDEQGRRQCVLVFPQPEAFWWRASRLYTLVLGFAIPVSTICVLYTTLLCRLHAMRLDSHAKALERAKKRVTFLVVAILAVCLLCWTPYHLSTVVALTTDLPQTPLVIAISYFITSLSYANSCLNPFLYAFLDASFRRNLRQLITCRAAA
IDE act = IDE (human) activation, cell-based; activation, % at 5.96 µM; P14735; HEK cells, FAbeta-B cleavage, fluorescence polarization; 0% vehicle, 100% cell-free pure enzyme wells; 340,000 compounds, 0.073% hits;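 active = activation above the mean of all tested compounds plus 3 SD, set per screening campaign, cut at about 17% in these data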
M18AAP inhibitor = blocks P. falciparum M18 aspartyl aminopeptidase. recombinant PfM18AAP, H-Glu-NHMec fluorogenic cleavage. inhibition, % at 7.35 µM. 290,000 compounds, 1.2% hits;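 active = inhibition above the campaign mean inhibition over all tested compounds plus 3 SD, cut at about 28% in these data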;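 also: 0% = plate median of test compound wells and 100% = 2 mM ZnCl2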
pCIP destab = p/CIP protein destabilization; F442A p/CIP-EGFP cells, EGFP fluorescence, 16 h; Q05BA5; decrease of EGFP signal, % at 10 µM; 290,000 compounds, 0.01% hits;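 active = EGFP signal decrease of at least 30% at 10 µM or well 3 SD below plate mean, unless failing retest; inactive = the rest, including hits failing retest or dose response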; also: some compounds called inactive have numbers as strong as hits; many of its hits are not listed in these tables
* = called active by the depositor.

Results for COc1ncccc1C(=O)NC1CCCc2c1cnn2-c1cc(C)cc(C)c1 (configuration not stated) ?
IMP-1 inhibitor: -0.6; PHOSPHO1 block: 38.0; VIM-2 inh: 1.6; NALP1 yeast inh: -6.5; IDE cell inh: 1.9; GPR7 antag: -31.1; IDE act: 0.4; M18AAP inhibitor: 1.6; pCIP destab: 0.7

Results for N=C1C(=O)OCC1c1ccccc1NC(=O)CN1CCCCC1 (configuration not stated) ?
IMP-1 inhibitor: -1.8; PHOSPHO1 block: -8.2; VIM-2 inh: -2.3; NALP1 yeast inh: 19.5; IDE cell inh: 7.0; GPR7 antag: -15.1; IDE act: 3.3; M18AAP inhibitor: -8.7; pCIP destab: -5.0

Results for O=C(NC(=S)N1CCN(c2ccccn2)CC1)c1ccco1 ?
IMP-1 inhibitor: -3.5; PHOSPHO1 block: 24.8; VIM-2 inh: -5.4; NALP1 yeast inh: 8.9; IDE cell inh: -0.9; GPR7 antag: -2.3; IDE act: 0.8; M18AAP inhibitor: 6.2; pCIP destab: -11.2

Results for O=C(Oc1ccc([N+](=O)[O-])cc1)c1cncc(Br)c1 ?
IMP-1 inhibitor: -4.0; PHOSPHO1 block: 7.1; VIM-2 inh: -4.5; NALP1 yeast inh: 21.6; IDE cell inh: 3.7; GPR7 antag: -9.1; IDE act: 1.0; M18AAP inhibitor: 3.6; pCIP destab: -15.4

What do the screens show for `CN(CC(=O)OCC(=O)Nc1ccccc1)S(=O)(=O)c1ccc(Cl)cc1`?
IMP-1 inhibitor: 3.5; PHOSPHO1 block: -9.1; VIM-2 inh: -1.5; NALP1 yeast inh: 22.5; IDE cell inh: 2.6; GPR7 antag: -2.6; IDE act: 0.2; M18AAP inhibitor: -0.2; pCIP destab: -11.0

How did CCOc1ccccc1CN1CCN(C/C=C/c2ccc(OC)cc2)CC1CCO (configuration not stated) do in these assays?
IMP-1 inhibitor: -4.0; PHOSPHO1 block: 23.9; VIM-2 inh: -1.8; NALP1 yeast inh: -0.4; IDE cell inh: 11.5; GPR7 antag: -4.8; IDE act: 0.7; M18AAP inhibitor: -7.5; pCIP destab: -7.7

How did CC(=O)Nc1ccc(NC(=O)CS(=O)(=O)c2cn(CC(=O)N3CCCC3)c3ccccc23)cc1 do in these assays?
IMP-1 inhibitor: -1.3; PHOSPHO1 block: 41.4; VIM-2 inh: -2.0; NALP1 yeast inh: 6.0; IDE cell inh: 1.1; GPR7 antag: -4.1; IDE act: 2.5; M18AAP inhibitor: 2.1; pCIP destab: -92.6

What do the screens show for `CCc1cc2c(-c3ccccc3)cc(=O)oc2cc1OC(C)C(=O)O` (configuration not stated)?
IMP-1 inhibitor: 1.2; PHOSPHO1 block: 29.0; VIM-2 inh: 2.5; NALP1 yeast inh: 6.6; IDE cell inh: -2.5; GPR7 antag: -16.4; IDE act: 2.3; M18AAP inhibitor: -3.9; pCIP destab: 1.4

What do the screens show for `CCOC(=O)C1CCCN(C(=S)Nc2ccc(OC)cc2)C1` (configuration not stated)?
IMP-1 inhibitor: -2.3; PHOSPHO1 block: 19.9; VIM-2 inh: -2.7; NALP1 yeast inh: -11.3; IDE cell inh: 3.7; GPR7 antag: 1.0; IDE act: 4.9; M18AAP inhibitor: -7.9; pCIP destab: -1.3

Results for Cn1c(-c2ccccc2)c(C=O)c2ccccc21 ?
IMP-1 inhibitor: -2.0; PHOSPHO1 block: 36.3; VIM-2 inh: -1.9; NALP1 yeast inh: 8.1; IDE cell inh: 12.7; GPR7 antag: -1.8; IDE act: 3.1; M18AAP inhibitor: -3.1; pCIP destab: -9.7

What do the screens show for `O=C(NC1CCCCC1)N1CCC(c2nc3ccc(Cl)cc3[nH]2)CC1`?
IMP-1 inhibitor: -3.0; PHOSPHO1 block: 19.4; VIM-2 inh: -4.0; NALP1 yeast inh: 17.7; IDE cell inh: 9.9; GPR7 antag: 6.9; IDE act: 2.7; M18AAP inhibitor: 5.6; pCIP destab: -6.2

How did CCS(=O)(=O)N1CCC(C(=O)Nc2ccccc2OC)CC1 do in these assays?
IMP-1 inhibitor: -2.1; PHOSPHO1 block: 28.7; VIM-2 inh: -0.7; NALP1 yeast inh: 0.7; IDE cell inh: 8.4; GPR7 antag: -10.5; IDE act: 5.1; M18AAP inhibitor: -7.0; pCIP destab: -15.6

How did O=C(NCCc1nnc2ccc(SCC(=O)N3CCOCC3)nn12)c1ccccc1 do in these assays?
IMP-1 inhibitor: -0.2; PHOSPHO1 block: 17.6; VIM-2 inh: -0.7; NALP1 yeast inh: -3.3; IDE cell inh: 0.2; GPR7 antag: -4.2; IDE act: -1.5; M18AAP inhibitor: 2.6; pCIP destab: -2.1

How did CCCCc1cc(=O)oc2cc(O)cc(O)c12 do in these assays?
IMP-1 inhibitor: -0.4; PHOSPHO1 block: 36.8; VIM-2 inh: 3.0; NALP1 yeast inh: 0.2; IDE cell inh: 1.4; GPR7 antag: -25.0; IDE act: 2.6; M18AAP inhibitor: 9.2; pCIP destab: -4.7

Results for C=CCn1c(=N)n(CC(=O)OCC)c2ccccc21 ?
IMP-1 inhibitor: -1.1; PHOSPHO1 block: 12.6; VIM-2 inh: 0.9; NALP1 yeast inh: 13.0; IDE cell inh: 12.5; GPR7 antag: 7.7; IDE act: 2.6; M18AAP inhibitor: 2.8; pCIP destab: 4.2

Results for COc1cc(C(=O)N[C@H](C(=O)NC(C)C23CC4CC(CC(C4)C2)C3)C(C)C)cc(OC)c1OC (some centres not stated) ?
IMP-1 inhibitor: -4.4; PHOSPHO1 block: -0.5; VIM-2 inh: -2.4; NALP1 yeast inh: 40.7*; IDE cell inh: -1.6; GPR7 antag: -3.8; IDE act: 2.8; M18AAP inhibitor: 0.5; pCIP destab: 1.9

What do the screens show for `COc1cccc(CNc2ccc(F)c(Cl)c2)c1`?
IMP-1 inhibitor: -2.5; PHOSPHO1 block: 14.7; VIM-2 inh: -1.1; NALP1 yeast inh: 3.9; IDE cell inh: -1.7; GPR7 antag: -7.5; IDE act: 3.3; M18AAP inhibitor: -1.9; pCIP destab: -0.2

How did COc1cc([N+](=O)[O-])ccc1NC(=S)N1CCOCC1 do in these assays?
IMP-1 inhibitor: -0.7; PHOSPHO1 block: -5.1; VIM-2 inh: -0.2; NALP1 yeast inh: 14.0; IDE cell inh: -11.0; GPR7 antag: -13.0; IDE act: -7.5; M18AAP inhibitor: 8.8; pCIP destab: 0.0

Results for C=C(C)COc1ccc2c3c(c(=O)oc2c1OCC(=C)C)CCC3 ?
IMP-1 inhibitor: -2.7; PHOSPHO1 block: 3.6; VIM-2 inh: -0.7; NALP1 yeast inh: -7.7; IDE cell inh: 0.1; GPR7 antag: -3.2; IDE act: 6.8; M18AAP inhibitor: 3.5; pCIP destab: -11.2

How did CCOC(=O)c1ccc(CSc2nncn2N)o1 do in these assays?
IMP-1 inhibitor: -2.3; PHOSPHO1 block: -12.8; VIM-2 inh: -1.9; IDE cell inh: 8.7; GPR7 antag: -9.3; IDE act: 6.4; M18AAP inhibitor: 0.9; pCIP destab: -2.5

How did COc1cccc(CNC(=O)CCSCc2ccccc2F)c1 do in these assays?
IMP-1 inhibitor: -2.4; PHOSPHO1 block: 6.7; VIM-2 inh: -2.3; NALP1 yeast inh: 3.0; IDE cell inh: 3.4; GPR7 antag: -11.2; IDE act: -0.9; M18AAP inhibitor: 0.2; pCIP destab: -10.8

Results for COc1ccc(CCN2C(=O)CC(NCc3ccc4c(c3)OCO4)C2=O)cc1OC (configuration not stated) ?
IMP-1 inhibitor: -1.4; PHOSPHO1 block: 6.2; VIM-2 inh: 2.0; NALP1 yeast inh: 8.8; IDE cell inh: 1.5; GPR7 antag: -5.1; IDE act: 7.2; M18AAP inhibitor: -14.9; pCIP destab: 9.3

How did CCN(CC(=O)NCc1ccc(F)cc1)C(=O)CN1CCN(c2ccccc2OC)CC1 do in these assays?
IMP-1 inhibitor: -1.5; PHOSPHO1 block: -20.0; VIM-2 inh: -0.6; NALP1 yeast inh: 23.5; IDE cell inh: -7.3; GPR7 antag: -5.7; IDE act: -2.5; M18AAP inhibitor: -4.2; pCIP destab: -14.8

How did COc1ccccc1C(=O)N1CCNC(=O)C1CC(=O)Nc1cccc(C)c1 (configuration not stated) do in these assays?
IMP-1 inhibitor: -2.2; PHOSPHO1 block: 8.3; VIM-2 inh: -4.1; NALP1 yeast inh: 7.7; IDE cell inh: -1.4; GPR7 antag: 2.4; IDE act: 3.7; M18AAP inhibitor: -3.5; pCIP destab: -0.2

Results for NS(=O)(=O)c1ccc(NC(=S)N2CCN(c3cccc(Cl)c3)CC2)cc1 ?
IMP-1 inhibitor: -4.3; PHOSPHO1 block: 0.1; VIM-2 inh: -2.2; NALP1 yeast inh: 33.7; IDE cell inh: 7.7; GPR7 antag: 4.0; IDE act: 0.3; M18AAP inhibitor: 28.8*; pCIP destab: -0.8

Results for O=C(NCCCCCCNC(=O)c1ccncc1)c1ccncc1 ?
IMP-1 inhibitor: -2.0; PHOSPHO1 block: 41.1; VIM-2 inh: -3.3; NALP1 yeast inh: 6.2; IDE cell inh: 2.5; GPR7 antag: -7.9; IDE act: -3.5; M18AAP inhibitor: -2.2; pCIP destab: -3.3

How did Cc1ccc(/C([O-])=C(/C(=S)NCc2ccccc2)[n+]2cccc(CO)c2)cc1[N+](=O)[O-] do in these assays?
IMP-1 inhibitor: -1.5; PHOSPHO1 block: 4.2; VIM-2 inh: -1.5; NALP1 yeast inh: 20.9; GPR7 antag: -7.5; IDE act: -0.5; M18AAP inhibitor: 9.5; pCIP destab: 16.4

How did C(=N\N1CCN(Cc2cccc3ccccc23)CC1)/c1cccs1 do in these assays?
IMP-1 inhibitor: -2.3; PHOSPHO1 block: 19.5; VIM-2 inh: -2.3; NALP1 yeast inh: 9.7; IDE cell inh: 6.9; GPR7 antag: -0.8; IDE act: -12.3; M18AAP inhibitor: -3.4; pCIP destab: -1.3

Results for CC(C)Oc1ccc(CCC(=O)NNC(=S)Nc2ccccc2)cc1 ?
IMP-1 inhibitor: -4.1; PHOSPHO1 block: -97.1; VIM-2 inh: -3.9; NALP1 yeast inh: -6.9; IDE cell inh: 5.1; GPR7 antag: -7.7; IDE act: -2.1; M18AAP inhibitor: 1.4; pCIP destab: -16.7

Results for CCC(=O)Nc1sc2c(c1C(N)=O)CCC2 ?
IMP-1 inhibitor: -3.8; PHOSPHO1 block: 23.9; VIM-2 inh: 0.1; NALP1 yeast inh: 6.0; IDE cell inh: -0.5; GPR7 antag: -6.2; IDE act: -2.9; M18AAP inhibitor: 5.8; pCIP destab: -7.9

Results for CCN1CCN(CC2CC3C=CC2C3)CC1 (configuration not stated) ?
IMP-1 inhibitor: -3.9; PHOSPHO1 block: 1.1; VIM-2 inh: -1.4; NALP1 yeast inh: 38.6; IDE cell inh: -0.6; GPR7 antag: -9.4; IDE act: 3.3; M18AAP inhibitor: 6.1; pCIP destab: -7.4

Results for COc1ccc(C2=NOC(C(=O)NCc3ccccn3)C2)cc1 (configuration not stated) ?
IMP-1 inhibitor: 0.0; PHOSPHO1 block: 3.2; VIM-2 inh: 2.4; NALP1 yeast inh: -14.3; IDE cell inh: 7.3; GPR7 antag: 18.4; IDE act: 2.9; M18AAP inhibitor: -15.0; pCIP destab: -13.8

What do the screens show for `COc1cccc(COc2ccc3c(C)c(Cc4ccccc4)c(=O)oc3c2)c1`?
IMP-1 inhibitor: -2.0; VIM-2 inh: -0.3; IDE cell inh: 1.7; GPR7 antag: 4.2; IDE act: 9.6; M18AAP inhibitor: -0.7
